Growth percent in the NCI-60 one-dose screen (48 h, 10 µM unless noted): 100 = growth as untreated, 0 = no growth, -100 = all killed.
K-562: K-562 leukemia | hit rate 7.4% among 78,000
HOP-62: HOP-62 NSCLC; hit rate 3.9% among 80,000; AID 1794735
EKVX: EKVX NSCLC. AID 1794765. hit rate 3% among 71,000
SR: SR leukemia cells; hit rate 8.7% among 73,000
HOP-92: HOP-92 NSCLC cells; hit rate 6.3% among 71,000; AID 1794738
RPMI-8226: RPMI-8226 leukemia cells. hit rate 7.5% among 77,000
MOLT-4: MOLT-4 leukemia cells | hit rate 6.9% among 80,000 | AID 1794779
CCRF-CEM: CCRF-CEM leukemia; hit rate 7% among 77,000; AID 1794778
The depositor's hits bear a star; & = joins results of further samples; [ ] = remark or other dose. How the source made its calls: active means growth percent below 10; inactive means the rest.

Screening CC(=O)OCc1c2ccccc2c(C)c2c1cc(F)c1ccccc12 returned K-562 113, HOP-62 97, EKVX 68, SR 76, HOP-92 94, RPMI-8226 86, MOLT-4 84 and CCRF-CEM 76.
Cn1ccnc1C(=O)/C=C/c1ccc(NC(=O)Nc2ccc(F)cc2)cc1 was read as K-562 9.8*, HOP-62 31, EKVX 39, SR 4.0*, HOP-92 78, RPMI-8226 13, MOLT-4 12 and CCRF-CEM 13.
Screening CC(C)(O)c1cncc(-c2ccc3ncc(C#N)c(N4CCc5cc(F)c(Cl)cc54)c3c2)c1 returned K-562 30, HOP-62 1.2*, EKVX -10*, SR 12, HOP-92 -8.7*, RPMI-8226 13, MOLT-4 5.2* and CCRF-CEM 21.
Screening N#CC1(C#N)C(c2ccc([N+](=O)[O-])o2)OC23CCCCC2C1(C#N)C(=N)O3 (stereo unspecified) returned K-562 84, HOP-62 96, EKVX 119, SR 84, HOP-92 117, RPMI-8226 98, MOLT-4 89 and CCRF-CEM 90.
O=C1NC(c2ccc(Cl)cc2)N=C2C(c3ccc(Cl)cc3)=NOC12 (stereo unspecified) was read as K-562 68, HOP-62 89, EKVX 93, SR 68, HOP-92 94, RPMI-8226 101, MOLT-4 72 and CCRF-CEM 36.
`CC(CCN=Cc1ccccc1O)N=Cc1ccccc1O` (stereo unspecified) gave K-562 106, SR 87, HOP-92 87, RPMI-8226 97, MOLT-4 93 and CCRF-CEM 116.
For C=CCOC(=O)C1=C(C)NC(=O)NC1c1c(Cl)n(C)c2ccccc12 (stereo unspecified) the results were K-562 106, HOP-62 93, EKVX 98, SR 98, HOP-92 55, RPMI-8226 81, MOLT-4 98 and CCRF-CEM -50*.
`Nc1c(C(=O)Nc2cccc(C(F)(F)F)c2)sc2nc3c(cc12)CCCCCC3` gave K-562 17, HOP-62 -1.2*, SR 21, HOP-92 -14*, MOLT-4 46 and CCRF-CEM 51.
CCOC(=O)c1cc(C(=O)c2cc(OC)cc(OC)c2)n2ccccc12 was read as K-562 16, HOP-62 30, EKVX 74, SR 16, HOP-92 64, RPMI-8226 28, MOLT-4 31 and CCRF-CEM 35.
Cc1ccc(S(=O)(=O)NCCCNc2nccc(-c3cn(C(C)(C)C)nc3-c3ccc(Cl)c(O)c3)n2)cc1 was read as K-562 44, HOP-62 113, EKVX 78, SR 87, RPMI-8226 76, MOLT-4 61 and CCRF-CEM 60.

The list goes on, overlapping the part above by three compounds.
`Nc1c(C(=O)Nc2cccc(C(F)(F)F)c2)sc2nc3c(cc12)CCCCCC3` gave K-562 17, HOP-62 -1.2*, SR 21, HOP-92 -14*, MOLT-4 46 and CCRF-CEM 51.
CCOC(=O)c1cc(C(=O)c2cc(OC)cc(OC)c2)n2ccccc12 was read as K-562 16, HOP-62 30, EKVX 74, SR 16, HOP-92 64, RPMI-8226 28, MOLT-4 31 and CCRF-CEM 35.
Cc1ccc(S(=O)(=O)NCCCNc2nccc(-c3cn(C(C)(C)C)nc3-c3ccc(Cl)c(O)c3)n2)cc1 was read as K-562 44, HOP-62 113, EKVX 78, SR 87, RPMI-8226 76, MOLT-4 61 and CCRF-CEM 60.
CCc1ccc(C2CC(c3ccccc3Cl)=NN2c2ccc(S(N)(=O)=O)cc2)cc1 (stereo unspecified) was read as K-562 74, HOP-62 97, EKVX 83, SR 87, RPMI-8226 64, MOLT-4 87 and CCRF-CEM 74.
O=C1Nc2ccccc2/C1=N/N1C(=O)CN(C2CCCCC2)C1=S was read as K-562 91, HOP-62 88, EKVX 77, SR 58, HOP-92 75, RPMI-8226 83, MOLT-4 90 and CCRF-CEM 89.
CSc1nncc(-c2cnnc(SC)n2)n1 was read as K-562 86, HOP-62 85, SR 109, HOP-92 115, RPMI-8226 85, MOLT-4 96 and CCRF-CEM 99.
CC(=O)Oc1cc([N+](=O)[O-])c2ncccc2c1 was read as K-562 98, EKVX 103, SR 57, HOP-92 86, RPMI-8226 73, MOLT-4 47 and CCRF-CEM 80.
Screening O=C1OC(c2ccc([N+](=O)[O-])cc2)Sc2ccccc21 (stereo unspecified) returned K-562 93, HOP-62 95, EKVX 105, SR 103, HOP-92 91, RPMI-8226 95, MOLT-4 103 and CCRF-CEM 88.
Screening CN1CCN(Cc2cc(NC(=O)c3cccc(C#Cc4cccc5[nH]nc(N)c45)c3)cc(C(F)(F)F)c2)CC1 returned K-562 -42*, HOP-62 42, EKVX 46, SR -29*, HOP-92 -28*, RPMI-8226 11, MOLT-4 -35* and CCRF-CEM -8.4*.
For CCOC(=O)C(Cc1cn(C(C)=O)c2ccccc12)P(=O)(OCC)OCC (stereo unspecified) the results were K-562 103, HOP-62 84, EKVX 93, SR 103, HOP-92 88, RPMI-8226 101, MOLT-4 107 and CCRF-CEM 105.
CN(C)c1ccc(C(=O)n2cc(-c3ccccc3)c(N)n2)cc1 was read as K-562 72, HOP-62 101, EKVX 98, SR 94, HOP-92 89, RPMI-8226 108, MOLT-4 91 and CCRF-CEM 96.
`O=c1oc2c(cc1-c1cc3ccccc3oc1=O)C(O)Oc1ccc(F)cc1-2` (stereo unspecified) gave K-562 50, HOP-62 94, EKVX 85, SR 20, HOP-92 42, RPMI-8226 76, MOLT-4 68 and CCRF-CEM 75.
O=C(O)c1ccc(Cl)cc1Nc1ccc(F)cc1 was read as K-562 75, HOP-62 97, EKVX 67, SR 57, RPMI-8226 89, MOLT-4 57 and CCRF-CEM 31.
For Cc1[nH]c(C(=O)Nc2ccccc2OCc2cccc(C(=O)N3CCC[C@@H](N)C3)c2)c(Cl)c1Cl the results were K-562 -50*, HOP-62 -60*, EKVX -93*, SR -46*, RPMI-8226 -39*, MOLT-4 -55* and CCRF-CEM -27*.
`Cc1cc(C)nc(NC(=O)Nc2ccccc2)c1` gave K-562 92, HOP-62 100, SR 86, RPMI-8226 98 and MOLT-4 98.
For O=C1C(c2cccc3ccccc23)=C(c2c[nH]c3ccccc23)C(=O)N1O the results were K-562 87, HOP-62 87, EKVX 86, SR 79, HOP-92 58, RPMI-8226 79, MOLT-4 96 and CCRF-CEM 91.
`O=C1/C(=C/c2ccc(Cl)cc2)N=C(c2ccccc2)N1CCc1cccs1` gave K-562 62, HOP-62 108, EKVX 72, RPMI-8226 76 and CCRF-CEM 86.
For CC1CCCN1c1ccnc2cc(Cl)ccc12 (stereo unspecified) the results were K-562 98, HOP-62 96, EKVX 91, SR 92, HOP-92 96, RPMI-8226 101 and MOLT-4 84.
For O=C(Nc1ccccc1)P(=O)(O)c1ccccc1 the results were K-562 96, HOP-62 94, EKVX 113, SR 98, HOP-92 78, RPMI-8226 111, MOLT-4 95 and CCRF-CEM 120.
For O=C(NC(=S)Nc1nc2ccccc2s1)c1ccc(-n2c(=O)[nH]c3ccccc3c2=O)cc1 the results were K-562 102, HOP-62 88, EKVX 86, SR 80, HOP-92 72, RPMI-8226 87, MOLT-4 99 and CCRF-CEM 99.
CCCCCCCCCCCC(=O)OCc1ccccc1 was read as K-562 98, HOP-62 92, SR 102, RPMI-8226 113, MOLT-4 102 and CCRF-CEM 93.
`COc1ccc(Cn2cc(C(=O)N=Nc3c(O)[nH]c4c(C)cccc34)nn2)cc1` gave K-562 63, HOP-62 106, EKVX 107, SR 77, HOP-92 51, RPMI-8226 90, MOLT-4 84 and CCRF-CEM 83.
Screening Cc1nn(-c2ccccc2)c2ncn(CC(=O)NN3C(=O)c4ccccc4C3=O)c(=O)c12 returned K-562 97, HOP-62 93, EKVX 89, SR 79, HOP-92 108, RPMI-8226 104, MOLT-4 82 and CCRF-CEM 98.
Screening Cc1ncc(CC(=O)O)c2c1OC(C)(C)OC2 returned K-562 70, HOP-62 92, SR 91, HOP-92 100, RPMI-8226 104, MOLT-4 88 and CCRF-CEM 96.
`CCC1(C)CC(=O)NC1=O` (stereo unspecified) gave HOP-62 107&99, EKVX 114&67, HOP-92 99, RPMI-8226 101, MOLT-4 104 and CCRF-CEM 101.
COC(=O)C1CC2C(Cl)=C(Cl)C1(Cl)C2(Cl)Cl (stereo unspecified) was read as K-562 104, HOP-62 116, SR 92, HOP-92 112, RPMI-8226 103, MOLT-4 101 and CCRF-CEM 94.
`CCCCOc1ccc(S(=O)(=O)N2CCN(c3nccc(N4CCOCC4)n3)CC2)cc1` gave K-562 51, HOP-62 89, EKVX 46, SR 46, HOP-92 14, RPMI-8226 6.3*, MOLT-4 24 and CCRF-CEM 50.
Cc1[nH]c(C2CC(c3ccccc3)=NN2C(=O)C2CCC2)c(C)c1C(=O)NCC(F)(F)F (stereo unspecified) was read as K-562 97, HOP-62 94, EKVX 96, SR 93, HOP-92 101, RPMI-8226 97, MOLT-4 96 and CCRF-CEM 94.
Screening CN(C)c1ccc(/C=C(\C#N)c2cc3ccccc3[nH]2)cc1 returned K-562 14, HOP-62 29, EKVX 42, SR 20, HOP-92 26, RPMI-8226 6.5*, MOLT-4 38 and CCRF-CEM 9.6*.
For O=[N+]([O-])c1ccc2c(c1)/C(=C/c1ccc(Cl)cc1)c1ccccc1-2 the results were K-562 100, HOP-62 85, EKVX 100, SR 108, HOP-92 97, RPMI-8226 112, MOLT-4 106 and CCRF-CEM 115.
`CC1(C)CC(=O)C(CC2=C(N)CC(C)(C)CC2=O)=C(N)C1` gave K-562 100, HOP-62 95, EKVX 90, SR 109, HOP-92 100, RPMI-8226 101, MOLT-4 119 and CCRF-CEM 114.
For O=C(NCCc1c[nH]c2ccccc12)c1ccc(S(=O)(=O)NCc2ccco2)cc1 the results were K-562 90, HOP-62 87, EKVX 95, SR 80, HOP-92 47, RPMI-8226 71, MOLT-4 85 and CCRF-CEM 65.
c1ccc(N2CCN(CN3CCN(c4ccccc4)CC3)CC2)cc1 was read as K-562 105, HOP-62 97, EKVX 103, SR 90, HOP-92 92, RPMI-8226 105, MOLT-4 104 and CCRF-CEM 105.

Random excerpt: 4 records from the list
Screening CN(C)c1ccc(/C=C(\C#N)c2cc3ccccc3[nH]2)cc1 returned K-562 14, HOP-62 29, EKVX 42, SR 20, HOP-92 26, RPMI-8226 6.5*, MOLT-4 38 and CCRF-CEM 9.6*.
Screening Cc1ncc(CC(=O)O)c2c1OC(C)(C)OC2 returned K-562 70, HOP-62 92, SR 91, HOP-92 100, RPMI-8226 104, MOLT-4 88 and CCRF-CEM 96.
For O=[N+]([O-])c1ccc2c(c1)/C(=C/c1ccc(Cl)cc1)c1ccccc1-2 the results were K-562 100, HOP-62 85, EKVX 100, SR 108, HOP-92 97, RPMI-8226 112, MOLT-4 106 and CCRF-CEM 115.
For O=C(NCCc1c[nH]c2ccccc12)c1ccc(S(=O)(=O)NCc2ccco2)cc1 the results were K-562 90, HOP-62 87, EKVX 95, SR 80, HOP-92 47, RPMI-8226 71, MOLT-4 85 and CCRF-CEM 65.

Going on with the list.
Cc1ccc(C(=NN=C(N)N)c2ccc(C)cc2)cc1 was read as K-562 5.0*, HOP-62 13, EKVX 52, HOP-92 -0.9*, RPMI-8226 2.0*, MOLT-4 5.7* and CCRF-CEM 15.
For CCN(CC)Cc1c(-c2cccc(OC(F)(F)F)c2)[nH]c2ccc(N3CCCC3)cc2c1=O the results were K-562 88, HOP-62 103, EKVX 91, SR 91, HOP-92 86, MOLT-4 69 and CCRF-CEM 98.
Screening CC(C)C[C@H](C(=O)N[C@H](C(N)=O)C(C)C)N1CC=CCN(OCc2ccccc2)S1(=O)=O returned K-562 100[2.5 µM], HOP-62 99[2.5 µM], EKVX 114[2.5 µM], SR 93[2.5 µM], HOP-92 83[2.5 µM], RPMI-8226 99[2.5 µM], MOLT-4 82[2.5 µM] and CCRF-CEM 92[2.5 µM].
`CCOC(=O)C/C(C)=N\NC(=O)c1ccncc1` gave K-562 93, HOP-62 98, EKVX 90, HOP-92 -2.6*, RPMI-8226 90, MOLT-4 94 and CCRF-CEM 100.
For CC(C)(C)CC(=O)O the results were K-562 98, HOP-62 98, SR 102, HOP-92 121, MOLT-4 101 and CCRF-CEM 99.
Screening O=C(Nc1cncnc1Oc1cccc(C(F)(F)F)c1)c1ccccc1 returned K-562 113, HOP-62 84, SR 99, HOP-92 93, RPMI-8226 96, MOLT-4 103 and CCRF-CEM 92.
Screening CCCS(=O)(=O)Nc1cccc(Nc2ncnc3cc(NC(=O)CCl)ccc23)c1Cl returned K-562 0.0*, HOP-62 -77*, EKVX -15*, SR 2.4*, HOP-92 -86*, RPMI-8226 -32*, MOLT-4 4.3* and CCRF-CEM 3.7*.
For CC(=O)O[C@H]1CO[C@H]2[C@@H]1OC[C@@H]2Oc1ccc(Nc2ncnc3ccsc23)cc1 the results were K-562 110, HOP-62 92, EKVX 98, SR 91, HOP-92 49, MOLT-4 107 and CCRF-CEM 105.
For Clc1ccc(-c2cc(-c3ccc(Cl)cc3)[o+]c(-c3ccc(Cl)cc3)c2)cc1 the results were K-562 105, HOP-62 94, EKVX 96, SR 106, HOP-92 90, RPMI-8226 98, MOLT-4 88 and CCRF-CEM 88.
CCCC(C)C(=O)OC1CCCC1 (stereo unspecified) was read as K-562 126, EKVX 111, SR 114, RPMI-8226 116, MOLT-4 116 and CCRF-CEM 105.
Screening O=C(O)/C=C/c1cc(O)c2c(c1)[C@@H](C(=O)O)[C@H](c1ccc(O)c(O)c1)O2 returned K-562 95, HOP-62 98, EKVX 92, SR 108, HOP-92 97, RPMI-8226 102, MOLT-4 90 and CCRF-CEM 111.
For CSC(=S)c1c(O)[nH]c2ccccc12 the results were K-562 114, HOP-62 97, EKVX 95, SR 109, HOP-92 95, RPMI-8226 103, MOLT-4 111 and CCRF-CEM 100.
COc1ccc(/C=C(/C(C)=O)c2ccccc2)cc1 was read as K-562 95, HOP-62 84, EKVX 90, SR 83, HOP-92 89, RPMI-8226 104, MOLT-4 92 and CCRF-CEM 96.
For COc1cc(/C=C\c2cc(/C=C\c3ccc(O)c(OC)c3)n(C(=O)Nc3ccc(C(F)(F)F)cc3)n2)ccc1O the results were K-562 9.4*, HOP-62 63, EKVX 61, SR 13, RPMI-8226 -0.2*, MOLT-4 11 and CCRF-CEM 3.4*.
For Cc1ccc(OCc2ccc(Cl)cc2)cc1 the results were K-562 99, HOP-62 104, EKVX 112, SR 88, HOP-92 86, RPMI-8226 88, MOLT-4 92 and CCRF-CEM 90.

High-throughput results (PubChem BioAssay)
